Screening data: PubChem, Broad Institute
SIRT5 inh – SIRT5 desuccinylase inhibitors, primary screen, biochemical, fluorescence imaging, single point, set 5; NAD-dependent protein deacylase sirtuin-5, mitochondrial (Homo sapiens), Q9NXA8; Purified SirT5, succinyl-peptide AMC, trypsin-coupled fluorescence; inhibition, % at 15 µM; hit rate 1.1% among 330,000; AID 652115, 2013; in the data active means inhibition above about 15%; inconclusive means no clear call, values can overlap the other calls
Target sequence (Q9NXA8 whole entry, looked up): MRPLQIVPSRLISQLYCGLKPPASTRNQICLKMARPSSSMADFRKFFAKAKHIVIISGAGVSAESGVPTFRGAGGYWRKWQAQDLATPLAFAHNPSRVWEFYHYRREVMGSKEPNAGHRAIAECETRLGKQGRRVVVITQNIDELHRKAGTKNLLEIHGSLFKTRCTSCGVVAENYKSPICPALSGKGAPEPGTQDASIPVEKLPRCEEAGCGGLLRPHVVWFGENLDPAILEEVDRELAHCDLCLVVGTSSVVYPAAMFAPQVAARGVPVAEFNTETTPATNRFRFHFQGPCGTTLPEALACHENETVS
S100A4 inh HTS – inhibitors of S100A4-myosin IIA peptide binding, primary screen, biochemical, fluorescence polarization, TAMRA-MyoIIA peptide; inhibition, % at 10.7 µM; hit rate 0.14% among 360,000;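 active means mean inhibition of at least 70% across replicates, with every replicate also reaching that level; inconclusive means mean inhibition reaches 70% but some replicates fall short; inactive means mean inhibition below 70%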
Target sequence (P26447 whole entry, looked up): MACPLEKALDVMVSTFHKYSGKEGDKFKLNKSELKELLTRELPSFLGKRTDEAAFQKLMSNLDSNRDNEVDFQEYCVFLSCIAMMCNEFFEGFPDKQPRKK
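incubation = readout 5 min after mixing, signal stable up to 60 min | system = S100A4 monomer protein | buffer or medium = HEPES pH 7.2 with CaCl2, KCl, NaCl, DTT, Triton | benchmarks = neutral control DMSO, positive control TFP | also added = fluorescent myosin IIA peptide, 5 nM | compound dosing = one concentration per compound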
DENV2 CPE rescue – inhibitors of DENV2 cytopathic effect, primary screen, cell-based, plate reader, single concentration; DENV2-infected cells, cytopathic effect rescue; CPE inhibition, % at 9.99 µM; hit rate 1.7% among 350,000; AID 651640, 2012; in the data active means CPE inhibition above about 20%, passing the limit was not always enough; inconclusive means no clear call, values can overlap the other calls; tested in BHK-21 cells;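 further: 0% = median of neutral control wells and 100% = median of positive control wells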
ERp5 inh – inhibitors of ERp5-driven insulin aggregation, primary screen, biochemical, turbidity, absorbance 650 nm, single point. 90 min. inhibition, % at 9.99 µM. hit rate 0.05% among 350,000. AID 651711, 2012;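 active means mean replicate inhibition above about 25%, with every replicate also reaching it, limit read from the data, passing the limit was not always enough; inconclusive means only one of those two criteria met; inactive means neither criterion met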
Target sequence (Q15084 whole entry, looked up): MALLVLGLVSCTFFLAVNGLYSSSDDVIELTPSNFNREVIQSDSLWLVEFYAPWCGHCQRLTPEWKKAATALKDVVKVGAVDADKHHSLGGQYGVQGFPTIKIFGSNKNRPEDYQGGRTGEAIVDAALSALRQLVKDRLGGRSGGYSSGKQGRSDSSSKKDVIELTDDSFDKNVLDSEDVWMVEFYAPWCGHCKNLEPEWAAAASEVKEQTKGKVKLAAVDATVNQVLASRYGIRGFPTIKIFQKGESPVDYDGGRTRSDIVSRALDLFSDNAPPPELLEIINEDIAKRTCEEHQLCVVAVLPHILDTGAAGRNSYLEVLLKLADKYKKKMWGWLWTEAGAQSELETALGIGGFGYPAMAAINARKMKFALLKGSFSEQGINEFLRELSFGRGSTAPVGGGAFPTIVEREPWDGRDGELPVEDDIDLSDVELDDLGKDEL
PglD inh – C. jejuni PglD acetyltransferase inhibitors, primary screen, biochemical, DTNB colorimetric, single point; inhibition, % at 12.5 µM; UDP-N-acetylbacillosamine N-acetyltransferase PglD (Campylobacter jejuni); hit rate 0.098% among 360,000; purified PglD enzyme, DTNB colorimetric CoA detection; in the data active means inhibition above about 16%, passing the limit was not always enough; inconclusive means no clear call, values can overlap the other calls; further: strong numbers were not always called active
E-sel inducer – E-selectin induction in HUVECs, primary screen, imaging, HUVEC, immunofluorescence imaging, single point | P16581 | normalized: neutral wells 0, TNF-alpha wells 100 | activation, % at 7.58 µM | hit rate 0.37% among 260,000 | AID 686992, 2013;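 active means mean E-selectin-positive cell signal at least 10% of the positive control, reached in at least 60% of replicates, without over 20% cell loss; inconclusive means no rule given, readout overlaps actives, possibly toxicity-flagged; inactive means the rest, including those meeting only one limit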;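 further: in these data hits start at about 27%; measured in HUVEC primary endothelial cells; signal is the percent of cells scored E-selectin positive by PE staining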
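System: HUVEC / Compound: single concentration / Signal: immunofluorescence imaging / Read-out: percent E-selectin-positive cells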
Statin myotox sup – suppressors of statin myotoxicity in C2C12 myotubes, primary screen, cell-based, single point, plate reader. C2C12 myotubes + simvastatin, ATP luminescence, 48 h; scaled: DMSO 0, geranylgeraniol control 100. rescue of ATP level, % at 7.49 µM. hit rate 0.78% among 330,000;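 active means mean ATP rescue above about 67%, or every replicate alone reaching that limit, limit read from the data, passing the limit was not always enough; inconclusive means no clear call, values can overlap the other calls; inactive means mean under the limit and some replicate under it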;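 further: myotubes were challenged with 10 µM simvastatin during compound exposure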
* hit, by the source's call; ? = inconclusive; / = no result given; & = joins results of further samples.

(1) COc1ccc(C(=O)C2CCCN(C(=O)c3ccc4nccnc4c3)C2)c(C)c1 (stereo not drawn)
(2) Nc1[nH]c(=O)nc2snnc12
(3) COc1ccc(C2NC(=O)c3ccccc3O2)c(OC)c1OC (stereo not drawn)
(4) O=S(=O)(CCNCc1cccs1)c1ccc(Cl)cc1
(5) O=C(C[C@@H]1C[C@@H]2c3cc(NC(=O)Cc4ccncc4)ccc3O[C@@H]2[C@H](CO)O1)NCC1CC1
(6) CCN(CC(=O)NCc1cccs1)C(=O)c1cccc(S(=O)(=O)Nc2cccc(C)c2)c1
(7) CCOC(=O)C1(S(=O)(=O)c2ccccc2)CCN(Cc2ccc(Cl)cc2)CC1
(8) CCN(CC)S(=O)(=O)c1ccc(N2CCOCC2)c(NC(=O)CC2OC(=O)c3ccccc32)c1 (stereo not drawn)
screen / no. | 1 | 2 | 3 | 4 | 5 | 6 | 7 | 8
SIRT5 inh | 3 | / | / | 1 | -1 | -2 | -6 | 0
S100A4 inh HTS | -3 | -1 | -9 | 3 | 1 | -1 | -3 | 1
DENV2 CPE rescue | -4 | 8 | / | 6 | -6 | 1 | / | 3
ERp5 inh | 2 | -1 | / | 1 | 7 | 0 | 11 | 0
PglD inh | 3 | / | 9 | -2 | 0 | 1 | -1 | 5
E-sel inducer | / | -1.1 | / | / | 0.1 | / | / | -0.3
Statin myotox sup | 7 | / | 3 | / | 7 | 9 | -5 | 0

(9) CC(=O)Oc1ccc(/C(C)=N/N2CCN(Cc3ccc(C)cc3)CC2)cc1
(10) O=[N+]([O-])c1ccccc1/C=C/CN1CCSCC1
(11) CC1CCN(S(=O)(=O)N2CCC(C(=O)NC(C)c3ccccc3)CC2)CC1 (stereo not drawn)
(12) CC(=O)Nc1ccc(OC(=O)c2cc3cc(Br)cc(Br)c3oc2=O)cc1
(13) C[C@@H]1CN([C@H](C)CO)C(=O)Cc2cc(NS(C)(=O)=O)ccc2O[C@@H]1CN(C)C(=O)Nc1ccc(C(F)(F)F)cc1
(14) C[C@@H]1CN([C@@H](C)CO)C(=O)c2cc(NC(=O)CCCCCC(=O)Nc3ccccc3N)ccc2O[C@H]1CN(C)Cc1ccncc1
(15) CC1(C(=O)Nc2ccc(Cl)c(C(F)(F)F)c2)Cc2c(-c3cccc(C(N)=O)c3)ccnc2O1 (stereo not drawn)
(16) COc1ccccc1C1CC(=O)Oc2cc(C)c(Cl)c(C)c21 (stereo not drawn)
screen / no. | 9 | 10 | 11 | 12 | 13 | 14 | 15 | 16
SIRT5 inh | -4 | 6 | / | -4 | 9 | -2 | 1 | 0
S100A4 inh HTS | -16 | 34 | 0 | 1 | -3 | -27 | -3 | 0
DENV2 CPE rescue | 11 | 13 | 0 | -6 | 2 | 41* | 5 | -8
ERp5 inh | -2 | -1 | 0 | -5 | -2 | 10 | 7 | -2
PglD inh | 4 | -32 | 4 | / | 0 | / | -1 | 1
E-sel inducer | / | / | -0.2 | / | / | / | 0.5 | 7.2
Statin myotox sup | 0 | 3 | -3 | / | 12 | / | -12 | 2

Full records, quoted from the list. Screens in order: SIRT5 inh | S100A4 inh HTS | DENV2 CPE rescue | ERp5 inh | PglD inh | E-sel inducer | Statin myotox sup
Shown for C[C@@H]1CN([C@@H](C)CO)C(=O)c2cc(NC(=O)CCCCCC(=O)Nc3ccccc3N)ccc2O[C@H]1CN(C)Cc1ccncc1 = -2 | -27 | 41* | 10 | / | / | /
Shown for C[C@@H]1CN([C@H](C)CO)C(=O)Cc2cc(NS(C)(=O)=O)ccc2O[C@@H]1CN(C)C(=O)Nc1ccc(C(F)(F)F)cc1 = 9 | -3 | 2 | -2 | 0 | / | 12
Shown for CC(=O)Oc1ccc(/C(C)=N/N2CCN(Cc3ccc(C)cc3)CC2)cc1 = -4 | -16 | 11 | -2 | 4 | / | 0
Shown for CC(=O)Nc1ccc(OC(=O)c2cc3cc(Br)cc(Br)c3oc2=O)cc1 = -4 | 1 | -6 | -5 | / | / | /

New compounds follow
(17) O=C(C[C@H]1CC[C@@H](NS(=O)(=O)c2ccccc2)[C@H](CO)O1)NCc1ccncn1
(18) NNC(=O)CN1C(=O)Nc2ccc(Br)cc2C1c1ccccc1 (stereo not drawn)
(19) O=C(NNC(=O)C1C2C=CC(C2)C1C(=O)O)c1ccccc1O (stereo not drawn)
(20) CCCN(CC(=O)Nc1ccccc1C)C(=O)C1CC(=O)N(c2ccccc2C(C)CC)C1 (stereo not drawn)
(21) Cc1ccccc1NC(=O)c1sc(NC(=O)C2CC2)nc1C
(22) CC(=O)[C@@H]1[C@@H](C(=O)c2ccc(C)cc2)[C@]2(C(=O)Nc3ccccc32)[C@H]2C=Cc3cc(F)ccc3N12
(23) CCCCN1CC(=O)N2[C@H]3c4ccc(OC)cc4OC[C@@H]3[C@H](c3ccccc3)[C@]2(C)C1=O
(24) CN(C(=O)c1cccc(NC(=O)Cc2cccc(NC(=O)C3CCN(C(=O)CCc4ccccc4)CC3)c2)c1)C1CC1
screen / no. | 17 | 18 | 19 | 20 | 21 | 22 | 23 | 24
SIRT5 inh | 2 | 1 | -2 | -1 | 2 | / | 6 | 3
S100A4 inh HTS | -1 | -4 | 2 | -2 | 1 | -11 | -1 | 0
DENV2 CPE rescue | -9 | 0 | -5 | 1 | 1 | / | / | 10
ERp5 inh | 6 | 1 | -2 | 5 | 3 | / | 3 | -4
PglD inh | 5 | -3 | 3 | -3 | 2 | -12&-4 | -1 | -2
E-sel inducer | 0.3 | / | 0.2 | 0.2 | / | / | 0.4 | 7.5
Statin myotox sup | 0 | 49 | 3 | -3 | -11 | -15 | 8 | -1

(25) COc1ccccc1Cc1c(-c2ccc(F)cc2)nc2ccc(Br)cn12
(26) CCCN(C)C[C@H]1Oc2ncc(-c3ccccc3OC)cc2C(=O)N([C@H](C)CO)C[C@H]1C
(27) CCC(=O)N1[C@H](CO)[C@H]2c3ccccc3N(S(=O)(=O)c3ccccc3C)C[C@H]21
(28) O=C(c1cc(-c2ccncc2)nc2c(Cl)cccc12)N1CCN(c2ccccc2F)CC1
(29) O=C(NC1CCN(C(=O)NCc2ccccc2)CC1)c1cccc(F)c1
(30) O=C(Nc1ccc(Br)cc1)C(c1ccccc1)c1ccccc1
(31) N#CC1(NC(=O)CSc2nnc(C3CC3)n2C2CC2)CCCCC1
(32) CC(C)C(NC(=O)c1ccc(F)cc1)C(=O)Nc1cccnc1 (stereo not drawn)
screen / no. | 25 | 26 | 27 | 28 | 29 | 30 | 31 | 32
SIRT5 inh | / | 6 | -1 | -10 | -3 | / | -3 | -6
S100A4 inh HTS | -9 | -6 | -3 | -1 | -1 | 6 | -16 | -5
DENV2 CPE rescue | 0 | 1 | -7 | -3 | 14 | ? | -2 | 8
ERp5 inh | -7 | 4 | 2 | 6 | -1 | 2 | 1 | -1
PglD inh | 0 | -2 | 0 | 4 | 2 | 1 | 2 | /
E-sel inducer | -0.3 | -0.4 | -0.3 | / | 0.1 | / | -0.5 | 2.0
Statin myotox sup | -25 | 5 | 19 | -8 | -1 | -2 | 6 | /

(33) COc1cc(S(=O)(=O)NCc2ccncc2)c(OC)cc1Cl
(34) NNc1cc2c(nn1)CCN(C(=O)c1ccccc1)C2
(35) CCc1ccc(C(C)NC(=O)C2CCCO2)cc1 (stereo not drawn)
(36) OC(CNC1Cc2ccccc2C1)COc1ccc(Cl)cc1 (stereo not drawn)
(37) C[C@H](CO)N1C[C@H](C)[C@H](CN(C)Cc2ccc(C(=O)O)cc2)Oc2ccc(NC(=O)CCCN(C)C)cc2C1=O
(38) Cc1noc(C)c1NC(=O)Nc1cccc2c1O[C@@H](CN(C)CC1CCCCC1)[C@@H](C)CN([C@H](C)CO)C2=O
(39) C[C@@H]1CCCCO[C@H](CN(C)C(=O)CCCN(C)C)[C@@H](C)CN([C@H](C)CO)C(=O)c2cc(NC(=O)Nc3cccc4ccccc34)ccc2O1
(40) COCCNC(=O)C[C@H]1C[C@@H]2c3cc(NC(=O)Nc4ccc(OC)cc4)ccc3O[C@@H]2[C@H](CO)O1
screen / no. | 33 | 34 | 35 | 36 | 37 | 38 | 39 | 40
SIRT5 inh | -3 | 2 | 0 | / | -1 | -15 | -1 | /
S100A4 inh HTS | 7 | -2 | -3 | -2 | -11 | -8 | 13 | 6
DENV2 CPE rescue | 4 | 3 | 4 | ? | -1 | 18 | -5 | ?
ERp5 inh | -5 | 1 | 4 | -2 | 13 | 1 | -3 | 0
PglD inh | / | -4 | 11 | / | -3 | -12 | 0 | 8
E-sel inducer | / | 0.0 | / | 0.2 | -2.2 | -16 | 0.3 | 0.1
Statin myotox sup | / | / | -3 | / | 0 | -7 | / | -3

(41) CC(C)(C)Nc1c([N+](=O)[O-])c(=O)sc2ccccc12
(42) CC(=O)c1cccc(NC(=O)N2CCCC2C(=O)NCc2ccc3c(c2)OCO3)c1 (stereo not drawn)
(43) O=C(N=C1SC2CS(=O)(=O)CC2N1Cc1ccc(F)cc1)C1CCCO1 (stereo not drawn)
(44) C[C@H](CO)N1C[C@H](C)[C@H](CN(C)C(=O)NC2CCCC2)OCc2cnnn2CCCC1=O
(45) O=C(Cc1ccc(Cl)cc1)NNc1c(F)c(F)cc(F)c1F
(46) COc1ccccc1C(=O)Oc1cc(N)n(S(=O)(=O)c2ccccc2)n1
(47) Cc1ccc2nc(-c3ccc(CN4CCC5(CC4)CNc4ccccc45)cc3)c(-c3ccccc3)nc2c1
(48) CCCN(C(=O)C1CC(=O)N(c2ccccc2C(C)CC)C1)C1CCS(=O)(=O)C1 (stereo not drawn)
screen / no. | 41 | 42 | 43 | 44 | 45 | 46 | 47 | 48
SIRT5 inh | 3 | -2 | -1 | 0 | 0 | 10 | / | -3
S100A4 inh HTS | -1 | 4 | 2 | 0 | 1 | 7 | -18 | -14
DENV2 CPE rescue | 1 | 3 | 0 | 17 | ? | 5 | -8 | 4
ERp5 inh | -6 | 1 | 0 | 1 | -3 | -2 | -4 | -3
PglD inh | -5 | -3 | 3 | -1 | / | -11 | / | -2
E-sel inducer | / | -2.1 | 1.1 | -0.2 | -0.6 | / | 0.1 | -0.1
Statin myotox sup | 5 | -2 | 5 | 7 | / | -10 | / | 1

(49) Cc1cccc(NC(=O)Nc2ccc(Oc3c(F)c(F)c(F)c(F)c3F)cc2)c1
(50) COc1ccc(NC(=O)Nc2ccc3c(c2)C(=O)N([C@@H](C)CO)C[C@@H](C)[C@@H](CN(C)Cc2ccccc2)OCCCC[C@@H](C)O3)cc1
(51) O=C(c1ccncc1)N1CC2(C1)[C@H](c1ccccc1)[C@@H](CO)N2C(=O)c1ccncc1
(52) C#CCOCCOCCOCCNc1nc(N2CCN(C(=O)Cn3cc(CCCCN)nn3)CC2)nc(N2CCN(C(=O)[C@H](Cc3ccc(O)cc3)n3cc(CCO)nn3)CC2)n1
(53) O=C(c1cccc(N2C(=O)C3C4C=CC(C4)C3C2=O)c1)N1CCCc2ccccc21 (stereo not drawn)
(54) COc1ccc(NC(=O)N2CCCCN3[C@H](CO)[C@H](c4ccc(C5=CCCC5)cc4)[C@@H]3C2)cc1
(55) O=C1Nc2ccccc2-c2nnnn2C1N1CCCCC1 (stereo not drawn)
screen / no. | 49 | 50 | 51 | 52 | 53 | 54 | 55
SIRT5 inh | -9 | 4 | 14 | -2 | -1 | 5 | 0
S100A4 inh HTS | 0 | 10 | 14 | 0 | 2 | -6 | -3
DENV2 CPE rescue | 1 | 7 | -8 | 3 | 1 | -4 | 15
ERp5 inh | -4 | -2 | 0 | -2 | 1 | 5 | 3
PglD inh | -1 | -1 | / | 3 | 3 | 10 | /
E-sel inducer | / | -0.1 | -0.1 | 0.7 | -3.4 | / | -3.3
Statin myotox sup | -76 | / | / | -8 | 0 | / | /

Not all compounds are listed; the hit share may differ from the screen's.
